# IL1B secr inh: inflammasome signaling inhibition, IL-1 beta readout; actives 4.7% (n = 360,000); activity change, % at 57.5 µM; THP-1 LPS/ATP IL-1B secretion, AlphaLISA, 16 h; active compounds read low; in the data active means activity change below about -50%; inconclusive means mostly about -30% to -49%; further: on the % scale 0 is the no-effect control and ±100 the full control effect
#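 Secreted IL-1B measured by AlphaLISA bead assay after 16 h compound exposure of THP-1 cells; compounds (final up to 57.5 uM) added 1 h before LPS (250 ng/mL) and ATP (1.25 mM) stimulation; lower signal means less secretion.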
# WRN helicase inh: WRN helicase (human) inhibition | Q14191 | WRN helicase unwinding, fluorescent forked duplex, kinetic | Potency, µM (series often up to 114 µM), without a hit: top-dose activity change, negative = inhibition, usual class: inhibitors | actives 0.46% (n = 360,000); further: potency means the concentration at half of the fitted maximal effect; on the % scale 0 is the no-effect control and ±100 the full control effect; nearly all actives have a fitted effect of over 55% in size
# Target sequence (Q14191 whole entry, looked up): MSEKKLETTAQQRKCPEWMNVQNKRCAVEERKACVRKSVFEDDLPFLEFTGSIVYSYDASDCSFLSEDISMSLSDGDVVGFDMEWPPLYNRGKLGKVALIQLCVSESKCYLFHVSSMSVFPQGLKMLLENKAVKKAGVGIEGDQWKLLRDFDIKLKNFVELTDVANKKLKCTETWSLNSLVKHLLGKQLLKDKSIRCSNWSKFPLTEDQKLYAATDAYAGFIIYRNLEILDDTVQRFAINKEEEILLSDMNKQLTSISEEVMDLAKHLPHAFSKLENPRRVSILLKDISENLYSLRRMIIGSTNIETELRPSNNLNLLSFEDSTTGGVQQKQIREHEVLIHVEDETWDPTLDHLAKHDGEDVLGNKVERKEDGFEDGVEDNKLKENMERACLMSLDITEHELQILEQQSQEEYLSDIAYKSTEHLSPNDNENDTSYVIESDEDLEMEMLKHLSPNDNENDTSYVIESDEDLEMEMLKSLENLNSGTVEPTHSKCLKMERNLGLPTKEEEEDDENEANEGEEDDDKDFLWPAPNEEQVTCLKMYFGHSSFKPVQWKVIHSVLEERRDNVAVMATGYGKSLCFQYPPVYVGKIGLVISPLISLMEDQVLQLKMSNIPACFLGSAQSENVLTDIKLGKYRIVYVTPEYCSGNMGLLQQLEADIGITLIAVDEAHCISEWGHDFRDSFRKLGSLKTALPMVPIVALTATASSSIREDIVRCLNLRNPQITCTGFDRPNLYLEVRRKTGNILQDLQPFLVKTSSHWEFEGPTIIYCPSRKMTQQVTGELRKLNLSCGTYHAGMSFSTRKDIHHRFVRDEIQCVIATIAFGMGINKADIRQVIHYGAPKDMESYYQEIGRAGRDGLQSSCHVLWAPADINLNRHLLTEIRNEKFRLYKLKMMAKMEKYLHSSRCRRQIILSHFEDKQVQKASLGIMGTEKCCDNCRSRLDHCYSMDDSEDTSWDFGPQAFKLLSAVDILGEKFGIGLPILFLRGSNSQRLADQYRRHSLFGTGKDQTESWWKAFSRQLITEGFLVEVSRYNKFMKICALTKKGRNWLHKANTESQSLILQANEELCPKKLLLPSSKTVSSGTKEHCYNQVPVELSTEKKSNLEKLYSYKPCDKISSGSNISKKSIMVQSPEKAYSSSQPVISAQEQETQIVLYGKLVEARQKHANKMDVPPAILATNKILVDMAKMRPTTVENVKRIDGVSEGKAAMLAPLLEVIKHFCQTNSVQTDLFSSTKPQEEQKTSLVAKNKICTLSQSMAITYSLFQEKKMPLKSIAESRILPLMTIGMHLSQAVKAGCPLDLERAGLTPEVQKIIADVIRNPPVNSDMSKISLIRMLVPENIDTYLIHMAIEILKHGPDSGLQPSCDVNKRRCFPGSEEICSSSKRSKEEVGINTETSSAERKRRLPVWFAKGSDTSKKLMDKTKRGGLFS
#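 Screening of the MLSMR collection measured strand separation of a quenched forked DNA duplex (100 nM) by 20 nM WRN with 2 mM ATP, all final. Compounds were preincubated with enzyme 15 min at room temperature.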
# ATXN2 expr inh: inhibitors of ATXN2 expression; Potency, µM (series often up to 57 µM), without a hit: at the top dose activity change, negative = inhibition, most hits filed as inhibitors; AID 1745845; actives 0.72% (n = 360,000); HEK-293 ATXN2-luciferase reporter, luminescence, 24 h; further: potency means the concentration at half of the fitted maximal effect; on the % scale 0 is the no-effect control and ±100 the full control effect; nearly all actives have a fitted effect of over 55% in size
#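 qHTS (up to 57 uM final) was run with 24 h compound exposure of reporter cells at 37 °C. Each well was multiplexed: SteadyGlo luminescence measured ATXN2-luciferase expression after a fluorogenic Gly-Phe-AFC viability readout (25 uM final).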
# KB-V1 cytotox: KB-V1 MDR subline cytotoxicity | KB-V1 MDR cells viability, CellTiter-Glo, 72 h | Potency, µM (highest dose often 46.1 µM), for inactives: top-dose activity change, negative = cytotoxicity, most hits filed as cytotoxic | actives 3.4% (n = 400,000) | AID 1347076; further: potency means the concentration at half of the fitted maximal effect; on the % scale 0 is the no-effect control and ±100 the full control effect; nearly all actives have a fitted effect of over 60% in size
#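 Cytotoxicity via CellTiter-Glo luminescence after 72 h compound exposure at 37 degrees C. Cells: drug-selected KB-V1 line, DMEM phenol-red free plus 10% FBS. Compounds tested at multiple concentrations; normalized data fitted to concentration-effect curves.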
# HT1080 IDH1KD tx: kills HT-1080 cells with IDH1 knockdown. HT-1080 IDH1 knockdown viability, ATP luminescence, 48 h. Potency, µM (doses to about 46.1 µM), for the others: at the top dose activity, negative = toxicity, actives largely listed as cytotoxic. actives 2% (n = 360,000). AID 686971;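 further: potency means the concentration at half of the fitted maximal effect; 0% = DMSO wells and -100% = cell-free medium wells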
#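 After a 2 h attachment period, IDH1KD HT-1080 cells took pin-transferred compound for 48 h at 37 °C; ATP-based luminescence after 10 min room-temperature reagent incubation reported viability.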
# HT1080-NT tox: kills 2HG-producing HT-1080-NT fibrosarcoma cells; actives 1.6% (n = 360,000); AID 686970; HT-1080-NT fibrosarcoma viability, CellTiter-Glo ATP luminescence, 48 h; Potency, µM (series often up to 46.1 µM), inactives show at the top dose activity, negative = less viability, most hits filed as cytotoxic;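 further: NT is the 2HG producing partner of a matched IDH1 knockdown line; potency means the concentration at half of the fitted maximal effect; 0% = DMSO-treated cells and -100% = media-only wells without cells; nearly all actives have a fitted effect of over 55% in size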
#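 HT-1080-NT fibrosarcoma cells (2HG-overproducing), 750 cells/well in RPMI with 5% FBS, dosed after 2 h and incubated 48 h at 37C. CellTiter-Glo luminescence normalized to DMSO and no-cell wells; concentration-response curves fitted and classed.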
# MCF10A rerep: inducers of DNA re-replication in MCF 10A breast cells; MCF 10A DNA re-replication, Hoechst nuclear intensity, 48 h; Potency, µM (series often up to 46.1 µM), without a hit: at the top dose activity, positive = re-replication, actives largely listed as activators; actives 2.9% (n = 350,000); AID 624296; further: potency means the concentration at half of the fitted maximal effect; % of control where 0% means no effect; nearly all actives have a fitted effect of over 50% in size
# SW480 rerep: induces DNA re-replication in SW480 colon adenocarcinoma cells | SW480 DNA re-replication, Hoechst DNA content imaging, 48 h | Potency, µM (top dose mostly 46.1 µM), for the others: top-dose re-replication activation, hits mostly activators | actives 1.8% (n = 340,000) | AID 624297; further: potency means the concentration at half of the fitted maximal effect; % of control where 0% means no effect; nearly all actives have a fitted effect of over 55% in size
#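 DNA re-replication was detected as more nuclei of elevated Hoechst intensity after 48 hr exposure to compound (23 nL pinned per well of 250 cells).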
# KB-3-1 tox: kills parental KB-3-1 adenocarcinoma cells | KB-3-1 viability, CellTiter-Glo ATP luminescence, 72 h | actives 1.4% (n = 400,000) | Potency, µM (series often up to 46.1 µM), without a hit: at the top dose activity change, negative = cytotoxic, actives largely listed as cytotoxic; further: potency means the concentration at half of the fitted maximal effect; on the % scale 0 is the no-effect control and ±100 the full control effect; nearly all actives have a fitted effect of over 60% in size
#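 Cytotoxicity in the drug-sensitive parental line KB-3-1 was scored as loss of CellTiter-Glo luminescence following 72 h incubation with compound. Values come from curve fitting of normalized concentration-response data.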
# Starred values were filed as active, the others as inactive; ? = inconclusive; . = not tested or not shown; & = joins results of further samples; [ ] = remark or other dose. Unless noted, the call rests on the fitted dose curve; in most records, active means well fitted curve in the direction sought with a large enough effect; inconclusive means small, poorly fitted or top-dose-only effect, or another doubt; inactive means no such curve, though single readings can be large; an effect the other way counts as inactive or inconclusive.
# Values run as follows: IL1B secr inh	WRN helicase inh	ATXN2 expr inh	KB-V1 cytotox	HT1080 IDH1KD tx	HT1080-NT tox	MCF10A rerep	SW480 rerep	KB-3-1 tox
1	Cc1ccccc1-n1cnc2c(sc3nc(N4CCOCC4)c4c(c32)CCCC4)c1=O
  -29	-6%	?	?	?	?	?	-71%[inhibitor]	-10%
2	CC(=O)OC(C)C(=O)NS(=O)(=O)c1ccc(C)cc1 (stereo unspecified)
  1	-2%	13%	?	-3%	-5%	4%	-2%	1%
3	O=C1CN(Cc2cc(=O)oc3cc4c(cc23)CCC4)CCN1
  4	1%	0%	-8%	-10%	-6%	56%	25%	1%
4	CCN(CC)c1ccc(/C=N/NC(=O)c2ccc([N+](=O)[O-])cc2)cc1
  1	3%	.	0%	7%	4%	-5%	8%	0%
5	CN(CCc1ccccn1)C(=O)CC1C(=O)NCCN1Cc1ccc(-c2ccccc2)cc1 (stereo unspecified)
  2	-4%	-2%	1%	11%	-1%	-1%	4%	-7%
6	Cc1ccc(C(=O)N2CCN(C3CCCCC3)CC2)s1
  -9	7%	6%	-13%	0%	-28%	-4%	-17%	-3%
7	COc1cc2c(cc1OC)C(c1ccccc1C)CC(=O)N2 (stereo unspecified)
  33	-4%	9%	-10%	20%	5%	-3%	-2%	9%
8	O=C1CC(N2CCOCC2)C(=O)N1c1ccc(Cl)cc1 (stereo unspecified)
  -5	0%	8%	3%	5%	13%	0%	-8%	1%
9	O=S(=O)(c1ccc(OCC(O)CN2CCCCC2)cc1)N1CCOCC1 (stereo unspecified)
  -17	8%	13%	0%	4%	-4%	-5%	2%	6%
10	Cc1[nH]c(C)c(S(=O)(=O)N2CCc3ccccc32)c1C(=O)N1CCCCC1
  14	7%	-9%	0%	4%	-1%	0%	-9%	10%
11	NC(=O)c1cc(-c2ccccc2)nc(N2CCOCC2)n1
  -50*	-3%	-1%	-4%	?	?	6%	?	-10%
12	c1ccc(CNn2c(N3CCOCC3)nc3ccccc32)cc1
  -8	-17%	1%	-7%	4%	5%	-3%	-6%	-5%
13	COc1cccc(Cn2cnc3c(NS(=O)(=O)c4cc(Cl)ccc4Cl)c(C)c(C)cc32)c1
  -18	-9%	-5%	-27%	-24%	-6%	11%	-3%	?
14	COc1cccc(NC(=S)/C(=C(\[O-])c2cc(C)n(-c3ccccc3F)c2C)[n+]2ccc(N(C)C)cc2)c1
  -17	-2%	?	10%	-24%	-13%	?	?	?
15	Cc1ccnc(NC(=O)CCC(=O)N(CC(=O)NCCc2ccccc2)c2ccc(F)cc2)c1
  -6	-8%[57.1 µM]	-13%	-1%	0%	-2%	-11%	-25%	2%
16	O=C(COc1ccc(Br)cc1F)NCC1(N2CCCCC2)CCCCC1
  -10	1%	-5%	-3%	?	-19%	?	24%	-7%
17	CNc1ccc(S(=O)(=O)NCC(=O)OCC(=O)Nc2cccc(Cl)c2Cl)cc1[N+](=O)[O-]
  -6	-25%	1%	-15%	10%	-2%	3%	-3%	?
18	O=C(NCc1cccc(Cl)c1)c1cccc(C(F)(F)F)c1
  -14	-8%	-9%	0%	-5%	2%	0%	-9%	-20%
19	O=C(C1=C[C@H](c2csc3ccccc23)C[C@H](OCCCCO)O1)N1CCN(Cc2ccccc2)CC1
  -6	-3%	-17%	-1%	-1%	-10%	8%	-40%[inhibitor][9.22 µM]	-10%
20	O=C(NNS(=O)(=O)c1ccccc1[N+](=O)[O-])c1ccccc1Cl
  7	0%	.	1%	3%	0%	22%	24%	-8%

# Random excerpt: 6 records from the list, in no set order.
# Values run as follows: IL1B secr inh	WRN helicase inh	ATXN2 expr inh	KB-V1 cytotox	HT1080 IDH1KD tx	HT1080-NT tox	MCF10A rerep	SW480 rerep	KB-3-1 tox
2	CC(=O)OC(C)C(=O)NS(=O)(=O)c1ccc(C)cc1 (stereo unspecified)
  1	-2%	13%	?	-3%	-5%	4%	-2%	1%
17	CNc1ccc(S(=O)(=O)NCC(=O)OCC(=O)Nc2cccc(Cl)c2Cl)cc1[N+](=O)[O-]
  -6	-25%	1%	-15%	10%	-2%	3%	-3%	?
10	Cc1[nH]c(C)c(S(=O)(=O)N2CCc3ccccc32)c1C(=O)N1CCCCC1
  14	7%	-9%	0%	4%	-1%	0%	-9%	10%
7	COc1cc2c(cc1OC)C(c1ccccc1C)CC(=O)N2 (stereo unspecified)
  33	-4%	9%	-10%	20%	5%	-3%	-2%	9%
9	O=S(=O)(c1ccc(OCC(O)CN2CCCCC2)cc1)N1CCOCC1 (stereo unspecified)
  -17	8%	13%	0%	4%	-4%	-5%	2%	6%
20	O=C(NNS(=O)(=O)c1ccccc1[N+](=O)[O-])c1ccccc1Cl
  7	0%	.	1%	3%	0%	22%	24%	-8%

# Among those listed so far, 3 contain a thiophene ring, fused or not.
# Values run as follows: IL1B secr inh	WRN helicase inh	ATXN2 expr inh	KB-V1 cytotox	HT1080 IDH1KD tx	HT1080-NT tox	MCF10A rerep	SW480 rerep	KB-3-1 tox
1	Cc1ccccc1-n1cnc2c(sc3nc(N4CCOCC4)c4c(c32)CCCC4)c1=O
  -29	-6%	?	?	?	?	?	-71%[inhibitor]	-10%
6	Cc1ccc(C(=O)N2CCN(C3CCCCC3)CC2)s1
  -9	7%	6%	-13%	0%	-28%	-4%	-17%	-3%
19	O=C(C1=C[C@H](c2csc3ccccc23)C[C@H](OCCCCO)O1)N1CCN(Cc2ccccc2)CC1
  -6	-3%	-17%	-1%	-1%	-10%	8%	-40%[inhibitor][9.22 µM]	-10%

# (listing goes on)
# Values run as follows: IL1B secr inh	WRN helicase inh	ATXN2 expr inh	KB-V1 cytotox	HT1080 IDH1KD tx	HT1080-NT tox	MCF10A rerep	SW480 rerep	KB-3-1 tox
21	COc1ccc(CNC(=O)c2csnn2)cc1
  -1	-7%	21%	25%	3%	3%[9.24 µM]	-6%	-4%	-5%
22	COc1ccc(/C=C(\NC(=O)c2ccc(C)cc2)C(=O)NCCN2CCOCC2)cc1
  1	9%	7%	16%	17%	13%	-10%	-14%	8%
23	COc1cccc(NC(=O)C2(C)CCN2C(=O)CCc2ccc(Cl)cc2Cl)c1 (stereo unspecified)
  -20	-3%	-19%	?	-18%	-19%	.	.	-1%
24	COc1ccc(N(C)S(=O)(=O)c2ccc(Cl)c(C(=O)NCCc3ccc(Cl)cc3)c2)cc1
  -56*	-19%	?	?	-13%	2%	?	-1%	?
25	COc1ccc(-c2noc(=O)n2CC(=O)N2CCC(Cc3ccccc3)CC2)cc1
  -5	2%	-1%	0%	4%	3%	-3%	10%	-6%
26	Cc1cc(C)n(-c2ncnc3c2oc2ccccc23)n1
  -15	2%	5%	-9%	13%	20%	?	0%	8%
27	O=C(NC(=O)c1ccccc1Cl)C(=O)Nc1ccc(Cl)cc1
  -5	-4%	4%	4%	6%	22%	?	0%	?
28	CCCCn1ccc(O)c(Cc2ccc(F)cc2)c1=O
  0	-1%	-21%	28%	9%	?	-2%	0%	-3%
29	Cc1ccc(C(=O)Nc2cc(-c3ccn[nH]3)c(C)n(N)c2=O)cc1
  9	7%	7%	-23%	-3%	-2%	-45%[inhibitor]	-32%[inhibitor]	7%
30	O=C(Nc1cccc(NC(=O)c2ccc(-c3ccc(Br)cc3)o2)c1)c1ccccc1
  44	-7%	-10%	0%	0%	10%	?	?	-1%
31	COc1ccc(N=C(N)SCc2ccccn2)cc1
  -19	-7%	?	-6%	?	?	-1%	18%	-1%
32	Cc1cccc(NC(=O)C2CCCN2S(=O)(=O)c2ccc3c(c2)n(C)c(=O)c(=O)n3C)c1 (stereo unspecified)
  5	7%	4%&-8%	-20%&6%	0%	20%	-8%	1%	0%&-11%
33	COCCOC(=O)C1=C(C)NC(=O)NC1c1cn(-c2ccccc2)nc1-c1cccs1 (stereo unspecified)
  -4	-4%	1%	2%	1%	1%	-3%	4%	6%
34	O=C(NC1CCCCCC1)C1CCN(C(=O)Cc2ccccc2)CC1
  12	-6%	-5%	4%	9%	6%	-3%	0%	-1%
35	CC(=O)c1nn(-c2ccc(C(F)(F)F)cc2)c(=O)[nH]c1=O
  16	9%	-28%	0%	-2%	2%	5%	?	5%
36	Cc1ccccc1CN1CCN(CC(=O)NCc2ccco2)C1=O
  11	-27%	-1%	17%	9%	13%	1%	2%	-6%
37	O=C(NCCCN1CCCC1=O)c1cc(S(=O)(=O)N2CCOCC2)ccc1Cl
  10	4%	-13%	-1%	-3%	-4%	-3%	0%	-13%
38	Cc1cc(NC(=O)Cn2cnc3c2c(=O)n(C)c(=O)n3C)n(-c2ccccc2)n1
  18	-2%	4%	?	0%	8%	-25%	6%[9.22 µM]	11%
39	O=C1Nc2cc(C(=O)NCCN3CCCCCC3)ccc2S/C1=C/c1ccccc1F
  -102*	9%	.	?	?	?	.	.	-2%
40	Cc1ccc(C(NC(=O)NC(C)c2ccccc2)C(Cl)(Cl)Cl)cc1F (stereo unspecified)
  -62*	-22%	?	21µM*	?	-27%	15µM*	?	?
41	Cc1cccc(N/N=C/c2ccc(C)s2)c1
  6	5%	17%	-1%	-8%	-3%	-4%	-7%	-20%
42	CCOC(=O)c1cc(-c2ccco2)nc2c1c(C)nn2CCC#N
  -29	-21%	1%	1%	8%	2%	11%	18%	-21%
43	Cc1ccc(C(=O)COC(=O)C2C3C=CC(C3)C2C(=O)OCC(=O)c2ccc(C)c(C)c2)cc1C (stereo unspecified)
  -53*	-4%	5%	16µM*	-1%	3%	3%	2%	?
44	N#CC1=C(N)Oc2cc(N)ccc2C1c1cc(Br)cs1 (stereo unspecified)
  -66*	-4%	-8%	?	2.9µM*	2.1µM*	?	16µM*	8.2µM*

# Outcome played no part in choosing rows, and some 12% of all compounds hit somewhere here.
